# From PubChem
# RECQ1 inh = qHTS Assay for Inhibitors of RecQ-Like Dna Helicase 1 (RECQ1) | ATP-dependent DNA helicase Q1 (Homo sapiens), P46063 | actives 0.54% (n = 240,000) | Potency, µM (top dose mostly 57.3 µM), inactives show top-dose activity, negative = inhibition, hits mostly inhibitors | RECQ1 DNA unwinding, red fluorescence kinetic read;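 note: plate controls were vehicle for no effect and no enzyme for full effect; nearly all actives have a fitted effect of over 30% in size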
#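 50 nM RECQ1T1 preincubated 15 min with compound in Tris pH 8.0 buffer with MgCl2, DTT, Tween-20 and 2.5 ug/ml poly(dI-dC); started with 200 nM TAMRA/BHQ-2 forked duplex and 2 mM ATP. Unwinding read as fluorescence (525/598 nm), two reads 2 h apart.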
# L3MBTL1 block = qHTS Assay for the Inhibitors of L3MBTL1; AlphaScreen L3MBTL1–H3K9me1 peptide binding; Potency, µM (doses to about 57.1 µM), for the others: at the top dose activity, negative = inhibition, most hits filed as inhibitors; actives 0.66% (n = 230,000); AID 485360, 2010; note: % is set by controls: 0 for no effect and ±100 for the full control effect; nearly all actives have a fitted effect of over 60% in size
# Target sequence (Q9Y468 whole entry, looked up): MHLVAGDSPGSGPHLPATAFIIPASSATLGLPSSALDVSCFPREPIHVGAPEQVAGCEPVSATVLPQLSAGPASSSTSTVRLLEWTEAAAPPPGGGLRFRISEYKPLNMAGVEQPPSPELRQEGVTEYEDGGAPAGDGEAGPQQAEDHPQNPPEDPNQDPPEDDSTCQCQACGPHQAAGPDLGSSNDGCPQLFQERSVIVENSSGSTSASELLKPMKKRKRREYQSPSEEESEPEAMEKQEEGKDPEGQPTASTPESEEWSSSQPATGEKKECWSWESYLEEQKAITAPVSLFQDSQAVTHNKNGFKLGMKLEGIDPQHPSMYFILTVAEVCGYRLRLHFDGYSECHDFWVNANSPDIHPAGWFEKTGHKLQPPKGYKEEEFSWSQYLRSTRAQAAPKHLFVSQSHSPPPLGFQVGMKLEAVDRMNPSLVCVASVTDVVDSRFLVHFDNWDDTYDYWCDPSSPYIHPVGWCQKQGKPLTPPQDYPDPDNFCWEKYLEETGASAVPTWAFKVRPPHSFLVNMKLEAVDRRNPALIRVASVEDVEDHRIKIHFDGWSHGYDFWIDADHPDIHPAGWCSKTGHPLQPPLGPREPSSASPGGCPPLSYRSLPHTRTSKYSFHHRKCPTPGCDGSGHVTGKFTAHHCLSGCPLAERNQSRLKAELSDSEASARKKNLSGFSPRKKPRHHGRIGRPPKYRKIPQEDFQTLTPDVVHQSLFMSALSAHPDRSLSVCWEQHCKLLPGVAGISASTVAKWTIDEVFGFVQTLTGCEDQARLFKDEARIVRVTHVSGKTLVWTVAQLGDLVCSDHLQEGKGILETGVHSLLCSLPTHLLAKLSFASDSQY
#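 AlphaScreen assay: L3MBTL1 (50 nM final) was preincubated 30 min at room temperature with biotinylated H3(1-15)K9me1 peptide (75 nM final), then 30 min with library compounds; streptavidin donor and nickel chelate acceptor beads (10 ug/mL final) added, 30 min dark.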
# Tau fluor counter = Counterscreen qHTS for Inhibitors of Tau Fibril Formation, Fluorescence Polarization; tau K18 P301L Alexa594 fluorescence, heparin fibrillization; AID 1463, 2008; actives 0.93% (n = 280,000); Potency, µM (doses to about 57.7 µM), without a hit: at the top dose activity change, negative = decrease; note: % is set by controls: 0 for no effect and ±100 for the full control effect; nearly all actives have a fitted effect of over 55% in size
#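 Human tau K18 P301L (15 uM unlabeled, 0.24 uM Alexa 594-labeled) in 100 mM sodium acetate pH 7 with 20 uM heparin, 6 hr at 37 C. ThT 30 uM added, 1 hr ambient; Alexa 594 FP and total fluorescence read at 555/632 nm.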
# HTT ATP protect = qHTS Multiplex Assay to Identify Dual Action Probes in a Cell Model of Huntington: Cytoprotection (ATP) | PC12 HTT-Q103 induced, cytoprotection, ATP luminescence, 40 h | Potency, µM (titrated, usually from 56.4 µM), without a hit: cytoprotection (ATP increase), hits mostly activators | actives 0.14% (n = 230,000) | AID 1471, 2008;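 note: % of control where 0% means no effect; nearly all actives have a fitted effect of over 45% in size; toxic huntingtin expression switched on by the ecdysone agonist tebufenozide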
#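 Quantitative HTS on tebufenozide-induced (100 nM) PC12 cells expressing HTTQ103 exon 1–GFP; compounds tested as a concentration series; survival measured via cellular ATP.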
# TexasRed fluor = Total Fluorescence Counterscreen for Inhibitors of the Interaction of Thyroid Hormone Receptor and Steroid Receptor Coregulator 2 | TRb/SRC2 Texas Red total fluorescence interference | Potency, µM (titrated, usually from 106 µM), without a hit: at the top dose fluorescence change, negative = quenching | actives 0.29% (n = 280,000) | AID 1479, 2009; active = well fitted curve in either direction with a large enough effect; inconclusive = small, poorly fitted or top-dose-only effect; note: % is set by controls: 0 for no effect and ±100 for the full control effect
#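 Flags fluorescent or light-absorbing compounds by total fluorescence, S + 2P, at 555 nm excitation and 632 nm emission. Mixture: 20 nM Texas Red SRC2 peptide, 0.6 uM human TRb LBD, 1 uM T3, 5% DMSO; compound exposure 5 h at ambient temperature.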
# Tau fibril ThT = qHTS for Inhibitors of Tau Fibril Formation, Thioflavin T Binding | recombinant tau K18 P301L (four-repeat tau fragment), heparin-induced fibrillization, ThT fluorescence | Potency, µM (series often up to 57.4 µM), for the others: at the highest dose activity, negative = inhibition, actives largely listed as inhibitors | actives 2.1% (n = 270,000); note: % is set by controls: 0 for no effect and ±100 for the full control effect; nearly all actives have a fitted effect of over 55% in size
# Target sequence (P10636 561-689 P618L limits assumed): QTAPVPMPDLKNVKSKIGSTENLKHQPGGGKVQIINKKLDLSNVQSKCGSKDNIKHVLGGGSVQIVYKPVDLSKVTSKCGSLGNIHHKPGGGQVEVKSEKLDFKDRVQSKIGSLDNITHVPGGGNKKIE
#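 Aggregation was driven by heparin (20 uM final) acting on recombinant tau […] bearing P301L in 100 mM sodium acetate pH 7; fibrils were detected with Thioflavin T.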
# Tau fibril FP = qHTS for Inhibitors of Tau Fibril Formation, Fluorescence Polarization; Microtubule-associated protein tau (Homo sapiens), P10636; K18 P301L tau heparin fibrillization, Alexa594 FP, 6 h; AID 1468, 2008; Potency, µM (doses to about 57.7 µM), for the others: at the highest dose activity, negative = inhibition, usual class: inhibitors; actives 0.39% (n = 280,000); note: % is set by controls: 0 for no effect and ±100 for the full control effect; nearly all actives have a fitted effect of over 55% in size
#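 Recombinant K18 P301L […], labeled with Alexa 594 at 0.24 uM over 15 uM unlabeled; heparin inducer 20 uM final; 37 C, 6 hr; FP endpoint.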
# TRb SRC2 PPI = qHTS for Inhibitors of the Interaction of Thyroid Hormone Receptor and Steroid Receptor Coregulator 2. TRbeta-SRC2 peptide binding, fluorescence polarization; receptor liganded with 1 µM T3. Potency, µM (top dose mostly 106 µM), for the others: at the highest dose activity change, negative = inhibition, hits mostly inhibitors. actives 0.065% (n = 280,000). AID 1469, 2008;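 note: plate controls were bound peptide for no effect and peptide without receptor for full effect; nearly all actives have a fitted effect of over 50% in size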
#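 Read-out is fluorescence polarization (555 nm excitation, 632 nm emission) of a Texas Red SRC2 coactivator peptide; loss of signal reflects blocked binding to human TRb ligand-binding domain in the presence of 1 uM T3.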
# * hit, by the source's call; i = inactive; ? = inconclusive; . = not tested or not shown; & = joins results of further samples; [ ] = remark or other dose. Unless noted, calls come from the whole dose curve; as a rule, active = well fitted curve in the direction sought with a large enough effect; inconclusive = small, poorly fitted or top-dose-only effect, or another doubt; inactive = no such curve, though single readings can be large; an effect the other way counts as inactive or inconclusive. Potency is the fitted concentration of half-maximal effect. An excerpt. The share of hits here may be higher or lower than overall.
SMILES,RECQ1 inh,L3MBTL1 block,Tau fluor counter,HTT ATP protect,TexasRed fluor,Tau fibril ThT,Tau fibril FP,TRb SRC2 PPI
C/C(=N/Nc1ccc(F)cc1)c1ccc(Cl)s1,-2%,-6%,14µM*[quencher],21%[10 µM],10%,?,7%,6%
CCN(CC)C(=O)N1CCN(C(=O)N2CCOCC2)CC1,i,4%,4%,.,-1%,3%,-3%,-8%
Cc1cccc(NC(=O)Nc2cnccn2)c1,-2%,2%,6%,-33%,0%,8%,5%,-4%
CC(C)N(Cc1ccccc1)C(=S)NC(=O)C1(C)CC1(Cl)Cl (stereo unspecified),4%,-15%,2%,.,0%,11%,4%,-1%
O=C(Nc1cc2cc([N+](=O)[O-])ccc2oc1=O)c1cccs1,9%,20%,4%,?,-2%,-13%,4%,2%
COc1ccc(S(=O)(=O)NC(N)=NCCc2ccccc2OC)cc1,i,.,-6%,-9%,-1%,-8%,0%,-1%
CCCc1nc(SCc2ccccc2Cl)n[nH]1,i,.,-12%,-7%[10 µM],-3%,-3%,-8%,1%
CCCCOC(=O)Nc1ccc(N2CCOCC2)cc1,0%,-21%,-17%,-8%,-1%,?,4%,-1%
O=C(/C=C/c1c(F)cccc1Cl)NCc1ccco1,-3%,-5%,0%,2%[10 µM],-2%,-7%,2%,-10%
CCOC(=O)N1CCN(Cc2nc(-c3cccs3)no2)CC1,i,19%,-7%,2%[10 µM],-3%,-7%,-5%,4%
COC(=O)CNC(=O)[C@@]1(Cc2ccccc2)C=C[C@@H](C)N1C(=O)c1ccccc1,i,.,-1%,-1%,-4%,0%,-2%,8%
CCCCn1c(=O)[nH]c(=O)c2c1nc(-c1cc3c(cc1Br)OCO3)n2C,5%,-3%,3%,.,-2%,-1%,1%,-2%
Cc1sc(NC(=O)CSc2ncn(-c3ccccc3)n2)nc1-c1ccccc1,-1%,0%,-25%,15%[1.9 µM],-1%,9%,-14%,-20%
OC/C(Br)=C(\Br)CO,-13%,-4%,.,-10%,0%,.,.,2%
O=C(Nc1ccc(Oc2ccccc2)cc1)C1CCN(c2c3c(nc4ncnn24)CCC3)CC1,-6%,6%,-15%,-66%[inhibitor],2%,-15%,16%,2%
CCSc1nnc(NC(=O)c2ccccn2)s1,4%,-10%[11.4 µM],-9%,-83%[inhibitor][10 µM],-4%,-15%,-3%,0%
COc1ccc(N2C(=O)c3ccccc3NC2c2ccc(OC)c(Cn3cc([N+](=O)[O-])cn3)c2)cc1 (stereo unspecified),25%,.,-26%,-8%[10 µM],1%,-6%,9%,3%
O=C(C[n+]1ccc2ccccc2c1)c1ccc(NC(=O)c2ccccc2)cc1,11%,0%,-3%,.,-3%,-5%,7%,-1%
CCCCC/C=C\CC1OC1C/C=C\C/C=C\CCCC(=O)O (stereo unspecified),-21%,.,-1%&-4%,9%&-32%,-2%&-2%,1%&-1%,-9%&-7%,-2%&5%
COc1ccccc1N=C1SCC(=O)N1c1ccccc1OC,-16%,4%,-3%,.,-2%,1%,-6%,0%
O=C(O)COc1ccccc1/C=N/NC(=O)/C(=C\c1ccc2c(c1)OCO2)NC(=O)c1ccccc1,4%,.,-2%,-31%[inhibitor],1%,-11%,-1%,-4%
Cc1ccc(C(=O)N/C(=C/c2ccc(Cl)cc2)C(=O)NCC2CCCO2)cc1 (stereo unspecified),-2%,18%,-8%,-11%[10 µM],2%,4%,-9%,13%
COc1ccc(C)cc1NC(=O)c1ccoc1C,i,-3%,-3%,-17%,1%,-6%,-1%,1%
CC(C)N(C(=O)CSc1nc2ccccc2n1Cc1ccccc1F)C(C)C,-6%,7%,-5%,9%[10 µM],-1%,-14%,-5%,-1%
O=C(Nc1cccc(S(=O)(=O)NC2=NCCCCC2)c1)c1cccnc1Cl,i,14%,-15%,13%[10 µM],0%,-7%,-3%,2%
# Continuation.
SMILES,RECQ1 inh,L3MBTL1 block,Tau fluor counter,HTT ATP protect,TexasRed fluor,Tau fibril ThT,Tau fibril FP,TRb SRC2 PPI
O=C(NCc1ccccc1)c1nc(-c2ccc(Cl)cc2)n2c1CCCCC2,.,.,0%,.,20µM*[quencher],-3%,-5%,-4%
COc1ccc(OC)c(-c2cc(C(=O)Nc3cc(C)on3)no2)c1,i,11%,-4%,-12%,0%,-11%,?,-14%
COc1cccc(-n2c(SCc3cc(=O)oc4cc(O)c(O)cc34)nc3ccccc3c2=O)c1,25µM*,32µM*,14µM*[quencher],13%[10 µM],-29%,25µM*,?,6%
COc1ccccc1N1CCN(c2ncnc3c2cnn3-c2cccc(Cl)c2)CC1,.,.,-19%,.,0%,?,4%,1%
CCC(=O)Nc1ccc(CC)cc1-c1nc2ccccc2n(Cc2ccccc2)c1=O,.,.,-11%,.,-4%,-7%,-1%,1%
CCOC(=O)/C(C#N)=C/c1c(OCC)n(CC)c2ccccc12,-6%,11%,-25%,-14%[10 µM],-9%,?,3%,1%
COc1ccc(N2CCN(C(c3ccco3)c3sc4nc(C)nn4c3O)CC2)cc1 (stereo unspecified),0%,-10%,-5%,.,-2%,-8%,6%,2%
O=C(c1ccco1)N1CCN(C(c2cccs2)c2nnnn2C2CCCCC2)CC1 (stereo unspecified),-4%,-2%,1%,-23%[10 µM],-1%,2%,2%,7%
COc1ccccc1OCc1nc(-c2cccc([N+](=O)[O-])c2)no1,-6%,?,-21%,-49%[inhibitor],-3%,-7%,13%,-6%
Cc1cc(C)n2ncc(C(=O)NCc3cccnc3)c2n1,15%,.,-3%,-7%[10 µM],-1%,-2%,5%,3%
CCCCCn1c(=O)[nH]c2cc(C(=O)NCc3ccc(Cl)cc3)ccc2c1=O,.,.,-2%,.,-1%,-3%,-12%,-6%
COc1ccc(S(=O)(=O)N=C2C=C(C)C(=O)C(C)=C2)cc1,-7%,-3%,-21%,-18%,-3%,-24%,7%,-3%
Cc1ccc([N+](=O)[O-])c(OCC(O)CNC(C)(C)C)c1 (stereo unspecified),-1%,55%[activator],-25%,-8%[10 µM],-4%,-20%,-4%,0%
Cc1cc(C(=O)NNC(=O)c2nn(C)c(=O)c3ccccc23)c(C)o1,-6%,.,-2%,-39%[inhibitor],-1%,-9%,-10%,-8%
Cc1ccc(CNS(=O)(=O)NCc2ccc(Cl)cc2)cc1,i,0%,9%,0%,-3%,10%,-2%,13%
Cc1c(NC(=O)NCCN2C(=O)C3C4C=CC(C4)C3C2=O)c(=O)n(-c2ccccc2)n1C (stereo unspecified),-8%,-1%,-1%,-5%,-8%,0%,0%,1%
Cc1ccc(CN2CCN(/N=C\C(Br)=C\c3ccccc3)CC2)cc1,-8%,-7%,-14%,-2%[10 µM],?,?,7%,1%
O=S(=O)(c1ccc(-c2ccon2)s1)N1CCN(c2ccncc2)CC1,1%,.,?,15%[10 µM],-3%,.,-10%,0%
COc1cc(C2C(=O)N(C3CCCCCC3)CC(=O)N2CCc2ccccc2)ccc1OC(C)C (stereo unspecified),.,.,-12%,.,0%,-9%,5%,-4%
COc1ccc(CCN2C(=O)CSC2=Nc2ccc(C(C)C)cc2)cc1OC,-17%,0%,-9%,41%[10 µM],-2%,-20%,3%,0%
Cc1cccnc1Sc1c([N+](=O)[O-])ncn1C,0%,7%,2%,7%,-1%,-4%,9%,7%
COc1cccc(-c2cc(C(F)(F)F)n3nc(-c4ccc(C)cc4)cc3n2)c1,.,.,-11%,.,-87%[1.83 µM],-7%,-12%,-49%[1.83 µM]
COc1ccc(NC(=S)N2CCC(N(C)CC3CCCO3)CC2)cc1Cl (stereo unspecified),-1%,5%,-8%,31%[10 µM],-1%,-6%,2%,-5%
CCOCc1c(C(=O)OCC(=O)/C(C#N)=C(\C)N)oc2ccccc12,-14%,.,-15%,-39%[inhibitor],4%,-1%,-8%,6%
O=C(/C=C/c1cn(CC(O)CN2CCCCC2)c2ccccc12)c1ccccc1 (stereo unspecified),-6%,-15%,-22%,-6%[10 µM],-3%,?,9%,5%
CCN(CC)CCNC(=O)C12CC3CC(C)(CC(C)(C3)C1)C2,-5%,.,0%,-6%,-4%,-6%,11%,-12%
COc1ccc(NC(=O)/C(=C/c2cccs2)NC(=O)c2ccco2)cc1,-6%,1%,-5%,0%[10 µM],0%,-7%,-14%,-7%
O=c1c2sc3nc(N4CCOCC4)c4c(c3c2nnn1Cc1ccccc1)CCCC4,-6%,4%,2%,-14%,0%,12%,5%,6%
Cc1ccc(S(=O)(=O)c2nc(Nc3ccccc3)sc2Cl)cc1,-14%,-2%,14µM*[quencher],-15%[10 µM],-5%,-1%,?,-19%

# Complete entries, looked up by structure. Screens in order: RECQ1 inh	L3MBTL1 block	Tau fluor counter	HTT ATP protect	TexasRed fluor	Tau fibril ThT	Tau fibril FP	TRb SRC2 PPI
# COc1ccc(NC(=S)N2CCC(N(C)CC3CCCO3)CC2)cc1Cl (stereo unspecified) is listed as -1%	5%	-8%	31%[10 µM]	-1%	-6%	2%	-5%
# Cc1ccc([N+](=O)[O-])c(OCC(O)CNC(C)(C)C)c1 (stereo unspecified) is listed as -1%	55%[activator]	-25%	-8%[10 µM]	-4%	-20%	-4%	0%
# CCCCCn1c(=O)[nH]c2cc(C(=O)NCc3ccc(Cl)cc3)ccc2c1=O is listed as .	.	-2%	.	-1%	-3%	-12%	-6%
# COc1ccccc1N1CCN(c2ncnc3c2cnn3-c2cccc(Cl)c2)CC1 is listed as .	.	-19%	.	0%	?	4%	1%
# CCC(=O)Nc1ccc(CC)cc1-c1nc2ccccc2n(Cc2ccccc2)c1=O is listed as .	.	-11%	.	-4%	-7%	-1%	1%
